ER stress surv: protection against thapsigargin ER stress killing – CSM14.1 cells, ATP luminescence, primary screen; 0.33% of 48,000 active; AID 1010, 2008; CSM14.1 thapsigargin ER stress survival; relative survival (cellular ATP), % at 15 µg/mL (by protocol);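 active = survival measured by cellular ATP above 50% at 15 µg/ml in the first screen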;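 also: cell death triggered by about 15 µM thapsigargin; ATP read 24 h after thapsigargin was added; plate controls were thapsigargin with DMSO for no effect and DMSO without thapsigargin for full effect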
Starred values were filed as active, the others as inactive.

mol	ER stress surv
CCN(CC)c1ccc(N2C(=O)/C(=C\c3cccs3)SC2=S)cc1	-4.2
O=C1C(Cl)=C(N2CCCCC2)C(=O)N1c1ccc(Cl)c(Cl)c1	-2.0
Cc1ccc(/C=N/NC(=S)NC2CCS(=O)(=O)C2)cc1 (stereo not drawn)	14.0
O=C(CCN1C(=O)/C(=C/c2ccc(F)cc2)SC1=S)Nc1cc([N+](=O)[O-])ccc1O	6.0
O=C(/C=C(\Cl)c1ccc([N+](=O)[O-])cc1)c1ccccc1	-9.0
CCOc1ccc(/C=N/Nc2nnc(-c3ccccc3)c(-c3ccccc3)n2)c(O)c1	4.5
O=C1/C(=C/c2cccc(Cl)c2Cl)SC(=S)N1c1ccc([N+](=O)[O-])cc1	-3.1
CCC(C)c1ccc(NC(=O)c2ccc3c(c2)OCCO3)c(O)c1 (stereo not drawn)	6.8
O=C(N/N=C/c1ccco1)c1ccccc1	-7.2
COC(=O)CSc1nc2sc3c(c2c(=O)n1-c1ccc(OC)cc1)CC(C)(C)OC3	13.0
CCOc1ccc(/C=C2\C(=O)NC(=O)N(c3ccc(Cl)cc3)C2=O)cc1Br	-3.2
O=C1NN(c2ccccc2)C(=O)/C1=C/c1cccc2ccccc12	7.3
O=C(CSc1ncn[nH]1)NCCOc1ccccc1	2.0
CC(=O)N(C)c1ccc(NC(=O)c2ccccc2I)cc1	11.6
CC(NC(=O)CSc1nc2ccc([N+](=O)[O-])cc2s1)c1ccccc1 (stereo not drawn)	6.4
CC(Oc1ccccc1)C(=O)Nc1cc(C(N)=O)c(Cl)cc1Cl (stereo not drawn)	13.6
Cc1ccc(-c2ccc(OCC(=O)Nc3ccccc3F)cc2)cc1	15.0
O=C(NCc1ccc2c(c1)OCO2)NC12CC3CC(CC(C3)C1)C2	1.1
CC(C)(CNC(c1ccccc1)c1ccccc1)NS(=O)(=O)c1ccc(Cl)cc1	1.6
CCC(NC(C)=O)c1ccc(Br)cc1 (stereo not drawn)	-5.2
COc1ccc(C2CC(C(F)(F)F)n3nc(C(=O)Nc4cccc(O)c4)c(Cl)c3N2)cc1OC (stereo not drawn)	6.6
Cc1cc(-c2ccc(C=C3C(=O)N(C)C(=O)N(C)C3=O)o2)c([N+](=O)[O-])cc1C	-1.3
O=C(Nc1ccc(Br)cc1)c1ccc([N+](=O)[O-])cc1	3.7
COc1ccc(OC)c(C(=O)c2ccccc2)c1	1.2
CC(=O)Nc1ccc(S(=O)(=O)N2CCN(c3ccc([N+](=O)[O-])cc3)CC2)cc1	7.9
NC(=O)C1(N2CCCCC2)CCN(C2CC(=O)N(c3ccc(Br)cc3)C2=O)CC1 (stereo not drawn)	0.7
NC(=O)c1cccc(N=Cc2c[nH]c3ccccc23)c1	1.9
CN1CCN(C(=O)c2ccc(-c3ccccc3)cc2)CC1	3.9
CC1(O)CC(=O)C(C(=O)c2ccccc2)C(c2ccc([N+](=O)[O-])cc2)C1C(=O)c1ccccc1 (stereo not drawn)	-3.2
O=C(O)/C=C\C(=O)Nc1cccc(O)c1	5.8
O=C1NC(=O)/C(=C\c2ccccc2Cl)S1	-4.8
Cc1cccc(-n2sc3c(c2=S)-c2ccccc2NC3(C)C)c1C	-2.8
COc1ccc(NC(=O)CSc2ccccc2N)c([N+](=O)[O-])c1	-3.6
COc1cc(/C=N/N2CCN(Cc3ccc(C)cc3)CC2)cc(OC)c1O	1.9
O=C(Nc1ccc(-c2nc3cccnc3o2)cc1)c1ccc([N+](=O)[O-])cc1Cl	2.9
N/C(=N\OC(=O)c1cccc(F)c1)c1ccc(Br)cc1	22.2
CCOC(=O)/C(C#N)=C1\C=CNC(=O)N1	-10.3
CC(C)C(=O)Nc1sc2c(c1C(N)=O)CCCCC2	4.8
COc1ccc(CN2CCN(Cc3cccc(Cl)c3)CC2)cc1OC	1.9
COCc1cc(C(C)(C)C)c(O)c(O)c1C(C)(C)C	-1.0
CC(C)(C)c1ccc(OCCOc2ccccc2C=C2C(=O)NC(=S)NC2=O)cc1	-2.8
Cc1ccc(NC(=O)CSc2cc(Cl)ccc2Cl)cc1	-6.1
COc1ccc(C(NC(=O)Cc2ccccc2)c2ccc(OC)cc2)cc1	-2.3
COc1ccc(Cl)cc1NC(=O)c1nn2c(c1Cl)NC(c1cccs1)CC2C(F)(F)F (stereo not drawn)	4.3
Cc1ccc2c(c1)C(=Cc1nc3ccccc3c(=O)n1-c1ccccc1[N+](=O)[O-])C(=O)N2	0.9
O=C1/C(=C/c2cccc(O)c2)SC(=S)N1c1cccc(Br)c1	-1.0
Cc1ccc(CNC(=O)C(=O)Nc2ccc(C)c(C)c2)cc1	3.1
CN1CCc2c(sc3c2C(=O)NC(c2ccc4ccccc4c2)N3)C1 (stereo not drawn)	1.7
COc1cc([N+](=O)[O-])ccc1NC(=O)COc1ccc(C)cc1C	9.3
O=C(c1ccccc1F)N1CCN(c2ccc([N+](=O)[O-])c(NCc3ccccc3)c2)CC1	7.9
Cc1ccc(S(=O)(=O)/N=C2\C=C(Sc3ncn[nH]3)C(=O)c3ccccc32)cc1	-8.8
O=C(COc1ccc([N+](=O)[O-])cc1)Nc1ccc(I)cc1Cl	-1.5
O=C(c1ccc2c(c1)OCO2)N1CCCc2ccccc21	10.7
CC(=O)c1ccc(NC(=O)c2c(Cl)cccc2Cl)cc1	8.8
CCOC(=O)c1c(NC(=O)c2ccc(F)cc2)sc(C(=O)Nc2ccccc2OCC)c1C	14.0
CCCCNc1c(C)c(O)cc2cc(OC)c(OC)cc12	3.5
COc1ccc(OCC(=O)Nc2ccc(S(=O)(=O)C(F)F)cc2)cc1	10.3
Cc1ccc(C)c(NC(=O)CC(C)c2ccccc2)c1 (stereo not drawn)	3.8
COc1ccc(Cl)cc1C(=O)Nc1nc(-c2ccc(C)cc2)cs1	10.1
Nc1n[nH]c(N)c1N=Nc1cccc(F)c1	-2.9

Of the compounds above, 2 contain a furan ring, fused or not.
mol	ER stress surv
O=C(N/N=C/c1ccco1)c1ccccc1	-7.2
Cc1cc(-c2ccc(C=C3C(=O)N(C)C(=O)N(C)C3=O)o2)c([N+](=O)[O-])cc1C	-1.3

Following part.
mol	ER stress surv
COc1c(Br)cc(Br)cc1/C=c1\sc2nc3ccccc3n2c1=O	-6.0
Cc1ccc(C(=O)Nc2nc3ccccc3n2Cc2ccccc2Cl)cc1	11.0
Cc1cc(F)ccc1NC(=O)c1ccccc1	3.2
CCCn1c(=O)c(C(=O)NNC(=O)COc2ccccc2)c(O)c2ccccc21	-1.9
C/C(=N/NC(=O)c1ccoc1C)C12CC3CC(CC(C3)C1)C2	7.3
COC(=O)CCC(=O)Nc1cc(Cl)ccc1Cl	9.7
CCOC(=O)c1ccccc1NC(=O)c1cnccn1	4.2
O=c1/c(=C\c2ccc(-c3cccc(Br)c3)o2)sc2nc3ccccc3n12	1.4
CC(=O)c1sc(NC(=O)c2ccoc2C)nc1C	11.1
Clc1ccc(Cc2noc(-c3cccs3)n2)cc1	5.0
CC(=O)c1ccc(NC(=O)C2CCC(C)(C(=O)O)C2(C)C)cc1 (stereo not drawn)	17.0
O=C(NCCNc1ccc([N+](=O)[O-])cc1)c1ccccc1Br	3.1
COc1ccccc1OCC(=O)NNC(=O)Cc1cccs1	7.0
CC1(C)CC(=O)C=C(NCCN2CCN(C(=O)Nc3ccccc3)CC2)C1	-3.5
O=c1oc2cc(O)c([N+](=O)[O-])cc2cc1-c1csc(-c2ccc(Br)cc2)n1	-3.4
CCCOc1ccc(C(=O)Nc2ccc3oc(-c4cccnc4)nc3c2)cc1	7.6
COc1cccc(/C=N/N=C2/NC(=O)CS2)c1	11.7
Cc1nnc(N/N=C/c2c(O)ccc3ccccc23)[nH]c1=O	5.5
CN(C)c1ccc(NS(=O)(=O)c2ccc(Cl)cc2)cc1	-0.4
O=C(Nc1nccs1)c1ccc(Oc2ccc(C(=O)Nc3nccs3)cc2)cc1	5.2
COc1ccc2nc(SCC(=O)Nc3ccc(F)cc3)[nH]c2c1	-1.7
COc1cccc(/C=N/NC(=O)Cn2c(-c3nonc3N)nc3ccccc32)c1OCc1ccc(Cl)cc1Cl	4.6
COc1ccc(OC)c(S(=O)(=O)N2CCOCC2)c1	5.1
O=C(c1ccccc1)c1cc2c(cc1Br)OCCCO2	18.4
O=C(O)c1ccc(NC(=O)c2cccs2)c(NC(=O)c2cccs2)c1	6.2
CC1=NN(c2nc(-c3ccccc3)cs2)C(=O)/C1=C\c1ccc(O)cc1	-1.1
COc1ccccc1N1C(=O)NC(=O)/C(=C\c2ccc(Br)cc2)C1=O	4.3
O=C(N/N=C/c1cc2c(cc1Br)OCO2)c1cccc2ccccc12	13.2
COc1ccc(N2C(=O)c3ccccc3NC2c2cccc(F)c2)cc1 (stereo not drawn)	3.1
Cc1oc2cc(Br)c(OC(=O)C(C)(C)C)cc2c1C(=O)OC(C)C	4.0
Cc1ccccc1C(=O)Nc1nc2ccc(Cl)cc2s1	6.2
c1n[nH]c(SCc2ccc(CSc3ncn[nH]3)cc2)n1	4.3
COc1ccc(OC)c(/C=N/NC(=O)CSc2ncccn2)c1	5.2
COc1ccc2c(c1OC)C(=O)OC2Nc1cccc(F)c1 (stereo not drawn)	1.7
CCCCNC(=O)C(=O)NCCCO	3.1
NCCC12CC3CC(C1)CC(CCN)(C3)C2	9.2
CC(=O)Nc1ccc(S(=O)(=O)NC(C)(C)C)cc1	2.1
Cc1ccc(C(=O)Nc2cccnc2)cc1S(=O)(=O)N1CCOCC1	14.3
Cc1cccc(N2C(=O)NC(=O)/C(=C/c3cccc4ccccc34)C2=O)c1	-1.4
O=C(COc1ccccc1Cl)NNC(=O)c1ccc2ccccc2c1	9.0
CCOC(=O)C1=C(O)/C(=C/c2ccccc2O)N=C1C	-2.0
O=C(CSc1ccc(Cl)cc1)Nc1ccc(F)c(Cl)c1	2.1
N/N=C(\c1ccccc1)C12CN3CN(CN(C3)C1)C2	-5.5
CCN(CC)C(=O)CN(c1ccc(C)cc1)S(C)(=O)=O	6.1
Cc1ccccc1/C=C(/C#N)C(=O)Nc1cccc(Br)c1	-1.8
COc1ccc(Br)cc1C(=O)Nc1ccc(Cl)cn1	2.8
COc1ccc(Br)cc1Cn1c(=O)[nH]c2cc([N+](=O)[O-])ccc21	-1.5
COc1ccc(-c2nn(CN3CCOCC3)c(=S)o2)cc1	-2.9
COC(=O)C1=C(C)N(c2ccc(C)c(C)c2)/C(=C/c2ccc(OC)cc2)C1=O	0.6
N#CCN(CC#N)C(=O)CCCOc1ccc(Cl)cc1Cl	-4.9
Cc1ccc(C(=O)CCNc2cccc(Cl)c2)o1	18.3
NS(=O)(=O)c1ccc(CCNC(=O)c2cccs2)cc1	-2.4
O=C(CSc1nnc(-c2ccco2)n1-c1ccccc1)NCc1ccco1	3.7
O=Cc1ccccc1OCc1c(F)cccc1Cl	17.2
Cc1cc(Cl)cc(C)c1OCCCCCN1CCOCC1	-6.5
CCC(Sc1nc(C)cc(C)n1)C(=O)Nc1ccc(S(N)(=O)=O)cc1 (stereo not drawn)	2.8
CCOC(=O)c1ccc(Nc2nc3nonc3nc2NCc2ccco2)cc1	-8.6
CC(C)(C)c1ccc(NC(=O)c2ccc(Br)cc2)c([N+](=O)[O-])c1	6.6
COCCCN1C(=O)/C(=C\c2cccs2)SC1=S	8.5
COc1ccc(C(=O)N2CCN(C3CCCCC3)CC2)cc1OC	2.8

Continuation.
mol	ER stress surv
CCc1nc(NC(=O)NS(=O)(=O)c2ccccc2C(=O)OC)nc(OC)n1	11.5
COc1ccc(/C=C(/C#N)C(=O)Nc2ccccc2)cc1	2.2
Cc1cccc(NC(=O)/C(=C/c2cccc([N+](=O)[O-])c2)NC(=O)c2cccs2)c1	3.0
O=C(Nc1ccc(Cl)c(Cl)c1)Nc1nnc(-c2ccccc2Cl)s1	9.6
COc1cc(OC)c(OC)cc1CNCC1COc2ccccc2O1 (stereo not drawn)	-6.2
O=C(COc1ccc(Cl)cc1Cl)Nc1cccc(NC(=O)c2ccco2)c1	-2.5
CC1=NN(c2cccc(C(=O)O)c2)C(=O)/C1=C\c1ccc(-c2ccc3c(c2)COC3=O)o1	-1.0
O=C(Nc1ccc(Cl)c(Cl)c1)C(=O)NC1CCCC1	8.1
C(=N\n1cnnc1)/c1cn(CCOc2ccc(C3CCCCC3)cc2)c2ccccc12	-3.1
O=C(COc1ccccc1)Nc1ccccc1-c1ccccc1	1.2
O=C(COc1ccc(Cl)cc1)Nc1ccccc1C(F)(F)F	3.1
CCCOC(=O)NC(c1ccccc1)C(Cl)(Cl)Cl (stereo not drawn)	-9.6
COc1ccc(/C=N/NC(=O)CSCC(=O)Nc2ccccc2)cc1OC	9.7
O=C(CN1CCCCCC1)Nc1cccc2c1OCO2	1.8
Cc1nc2c(sc3nc(C)c(C)c(C)c32)c(=O)o1	-0.1
COc1ccc(C(=O)Nc2ccc(S(=O)(=O)N3CCCCC3)cc2)cc1OC	6.6
COC(=O)C1(S(=O)(=O)c2ccc(Cl)cc2)CCOCC1	8.5
CCOC(=O)CSc1nc2sc3c(c2c(=O)n1-c1ccccc1C)CCc1ccccc1-3	3.5
CC1CCc2c(sc(N)c2C(N)=O)C1 (stereo not drawn)	8.9
COc1ccc(OC)c(N(CC(=O)Nc2cccc(Cl)c2)S(C)(=O)=O)c1	5.0
Cc1ccc(OCCNC(C)(C)C)c(Cl)c1	-2.6
CCOc1ccc2nc(SC3CC(=O)N(c4ccc(OC)cc4)C3=O)sc2c1 (stereo not drawn)	5.3
CS(=O)(=O)N(Cc1ccc(C(=O)Nc2ccc(F)cc2)cc1)c1ccccc1	1.0

Screens (PubChem BioAssay)

The list is partial; rates above refer to the full screens.
